Rad51 HR inh = human RAD51 strand exchange inhibitors, primary screen, biochemical, fluorescence | DNA repair protein RAD51 homolog 1 (Homo sapiens), Q06609 | hRad51 DNA strand exchange, fluorescence dequenching | inhibition, % at 10 µM | hit rate 0.085% among 200,000 | AID 1385, 2008;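 active = inhibition above 40% at the single screening dose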;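 note: 0% = DMSO control wells and 100% = blanks with heterologous ssDNA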
Target sequence (Q06609 whole entry, looked up): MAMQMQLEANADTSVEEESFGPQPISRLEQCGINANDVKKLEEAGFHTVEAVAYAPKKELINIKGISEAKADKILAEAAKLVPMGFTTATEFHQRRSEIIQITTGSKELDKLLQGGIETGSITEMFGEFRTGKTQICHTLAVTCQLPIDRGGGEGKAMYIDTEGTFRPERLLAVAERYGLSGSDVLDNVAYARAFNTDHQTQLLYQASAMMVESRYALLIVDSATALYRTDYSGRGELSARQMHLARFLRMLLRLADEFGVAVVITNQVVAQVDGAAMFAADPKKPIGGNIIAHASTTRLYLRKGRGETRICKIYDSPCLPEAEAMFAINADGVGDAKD
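Read-out basis: percent inhibition relative to plate controls and blanks / Assay system: human Rad51 nucleoprotein filaments preassembled on unlabelled ssDNA / Timing: filaments 15 min 37 °C, then compound 30 min / Control set: per-plate controls and blanks / Technique: fluorescence dequenching at 485/520 nm / Compound: 10 µM final, single point / Also added: Fluorescein- and BHQ1-tagged 47-mer duplex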
Furin inh = human furin inhibitors, primary screen, biochemical, fluorescence intensity; inhibition, % at 30 µM; purified furin, fluorogenic substrate cleavage; hit rate 0.061% among 220,000; P09958; in the data active = inhibition above about 25%; note: inactives centre near -15
KLK5 inh = human KLK5 protease inhibitors, primary screen, biochemical, 1536-well; Kallikrein-5 (Homo sapiens), Q9Y337; recombinant hK5, fluorogenic AMC substrate cleavage; inhibition, % at 5 µM; hit rate 0.59% among 210,000; AID 873, 2007;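 active = inhibition of 40% or more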;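 note: 0% = enzyme controls without compound and 100% = no-enzyme blanks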
Target sequence (Q9Y337 67-293 limits assumed): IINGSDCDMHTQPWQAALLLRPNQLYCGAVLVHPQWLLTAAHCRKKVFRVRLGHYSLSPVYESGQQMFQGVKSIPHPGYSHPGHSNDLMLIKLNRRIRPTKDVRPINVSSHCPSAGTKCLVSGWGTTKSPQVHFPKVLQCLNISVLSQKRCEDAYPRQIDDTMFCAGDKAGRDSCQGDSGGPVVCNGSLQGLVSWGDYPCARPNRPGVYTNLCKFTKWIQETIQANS
EBV gp42 inh = Epstein-Barr virus gp42 inhibitors, primary screen, biochemical, uHTS, fluorescence polarization; AID 1085, 2008; hit rate 0.42% among 220,000; Glycoprotein 42 (Epstein-Barr virus (strain AG876)), Q1HVG2; inhibition, % (tested at 21.74 µM); Fluorescence polarization binding assay, mP read-out; in the data active = inhibition above about 50%
Target sequence (Q1HVG2 whole entry, looked up): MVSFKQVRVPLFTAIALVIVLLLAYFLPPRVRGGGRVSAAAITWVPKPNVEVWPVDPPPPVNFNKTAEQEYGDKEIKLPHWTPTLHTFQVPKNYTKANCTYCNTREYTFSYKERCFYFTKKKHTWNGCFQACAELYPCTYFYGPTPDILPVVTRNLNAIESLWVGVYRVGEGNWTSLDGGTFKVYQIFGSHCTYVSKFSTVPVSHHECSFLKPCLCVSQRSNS
eIF4E-4G inh = eIF4E–eIF4G protein interaction inhibitors, primary screen, biochemical, uHTS, TR-FRET, eIF4GI fragment; Eukaryotic translation initiation factor 4E (Mus musculus) + Eukaryotic translation …; TR-FRET eIF4E-eIF4GI(517-606) binding, 2 h; inhibition, % at 21.7 µM; hit rate 0.37% among 220,000;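 note: 0% = full FRET control wells and 100% = background wells lacking eIF4GI fragment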
NCF1 inh = p47phox/p22phox peptide binding inhibitors, primary screen, biochemical, uHTS, NADPH oxidase regulatory subunit; fluorescence polarization, 2 h; hit rate 0.53% among 220,000; Neutrophil cytosol factor 1 (Homo sapiens), P14598; inhibition, % at 24.7 µM;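 note: 0% = p47phox with labelled peptide and 100% = labelled peptide alone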
14-3-3 Bad inh = inhibitors of 14-3-3 zeta/Bad binding, primary screen, biochemical, TR-FRET, bovine 14-3-3 zeta; 14-3-3 protein zeta/delta (Bos taurus), P63103; TR-FRET 14-3-3zeta/Dy647-pBad peptide displacement, 1 h; inhibition, % at 21.7 µM; hit rate 0.71% among 220,000; AID 781, 2007;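 active = inhibition above about 70%, limit read from the data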;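 note: 0% = full 14-3-3 plus peptide FRET controls and 100% = background without 14-3-3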
Target sequence (P63103 whole entry, looked up): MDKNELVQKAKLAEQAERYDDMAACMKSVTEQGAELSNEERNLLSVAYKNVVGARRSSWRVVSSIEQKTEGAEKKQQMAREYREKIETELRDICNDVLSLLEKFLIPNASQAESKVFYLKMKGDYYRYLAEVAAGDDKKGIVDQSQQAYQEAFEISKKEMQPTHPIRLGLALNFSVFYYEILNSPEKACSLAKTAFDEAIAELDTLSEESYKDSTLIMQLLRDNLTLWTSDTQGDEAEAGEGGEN
thrombin 1536 = human alpha-thrombin inhibitors, primary screen, counter-screen for coagulation protease inhibitor project, biochemical, 1536-well, fluorogenic AMC substrate; Boc-VPR-AMC fluorogenic substrate cleavage; AID 1046, 2008; Prothrombin (Homo sapiens), P00734; hit rate 0.26% among 220,000; inhibition, % at 5 µM;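 active = inhibition at or above 40%; inactive = inhibition below 40%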;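 note: 0% = enzyme with no compound and 100% = wells without enzyme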
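Material: human alpha-thrombin protein; Also added: Boc-VPR-AMC substrate, 15 µM final; Timing: enzyme reaction carried out at room temperature; Signal: fluorescence, ex 355 nm, em 460 nm; Measure: % inhibition of thrombin; Controls: enzyme without compound as high, wells lacking enzyme as low.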
KCC2 mod = KCC2 cotransporter modulators, thallium flux, primary screen, cell-based, HEK293 KCC2, FluoZin-2 fluorescence, MLSMR | Solute carrier family 12 member 5 (Homo sapiens), Q9H2X9 | KCC2 cells, thallium flux FluoZin-2 fluorescence | B-score of Tl+ flux slope (higher = more flux/activation; lower = inhibition) at 10 µM | hit rate 2.2% among 190,000;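 active = thallium flux slope and its plate-corrected score both differing from the plate sample mean at a set confidence after two filtering rounds, in either direction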;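 note: slope of fluorescence scaled to starting intensity during 10 to 20 s after thallium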
The depositor's hits bear a star; . = not tested or not shown; [ ] = another dose, or the depositor's remark.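 Rule for the calls, unless noted: active = inhibition above about 30% (limit read from the data); inactive = the rest.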

SMILES	Rad51 HR inh	Furin inh	KLK5 inh	EBV gp42 inh	eIF4E-4G inh	NCF1 inh	14-3-3 Bad inh	thrombin 1536	KCC2 mod
CCC(C(=O)OCC(=O)Nc1cc(OC)ccc1OC)c1ccccc1 (stereo unspecified)	4	-18	0	-3	-5	2	-8	-8	-1.3
CCc1ccc(N/C(SCc2ccccc2C)=C(/C#N)C(=O)NCc2ccco2)cc1	1	-12[20 µM]	-4	-6	1	-15	4	2	-0.21
Cc1ccc2ncc(NC(=O)c3ccc(F)cc3)c(=O)n2c1	-2	-9[20 µM]	0	-18	-1	0	6	-1	.
C[n+]1ccc(/C=C/c2cccs2)cc1	-17	5	-4	-24	10	3	5	-8	0.0087
Cc1[nH]nc2c1C(=O)CC(C)(C)C2	10	-27	4	-3	-1	-6	-1	-6	.
CCOC(=O)CN1C(=O)N(CC)C(C)=C(C(=O)OC)[C@@H]1c1ccccc1	-2	-30	2	-6	-3	-15	-4	4	0.78
CCCCS(=O)(=O)NC1=NCN(Cc2ccco2)CN1	-3	-9	6	-7	-9	1	42	1	-1.2
COC(=O)C1(C(=O)OC)NOC2C(=O)N(c3ccc(Cl)cc3Cl)C(=O)C21 (stereo unspecified)	6	-17[20 µM]	-7	-6	.	-6	.	2	.
CCN(CC)CCOC(=O)c1ccc(NC(=O)CCNC(=O)Cn2ccc3ccccc3c2=O)cc1	6	-15	5	-7	-7	4	-7	1	0.62
CN(Cc1ccccc1)C(=O)C1CCCN(Cc2ccc(Cl)cc2)C1 (stereo unspecified)	8	-20[20 µM]	23	-17	7	1	76*	-4	0.16
Cc1cccc(NC(=O)c2cn(-c3ccccc3)nc2-c2ccccc2)c1	13	-12	-16	1	16[fluorescence artefact?]	-10	-13[fluorescence artefact?]	-8	0.022
COC(=O)CC(c1ccc(C(C)C)cc1)n1cccc1 (stereo unspecified)	-18	-10	-5	-1	2	-9	-13	-6	-1.7
COC(=O)c1ccc(COc2ncnc3c(Cl)cc(Cl)cc23)o1	-2	-17[20 µM]	-5	-16	-2	-13	-5	0	.
COc1ccc(C(=O)NC(=S)Nc2ccc3oc(=O)ccc3c2)cc1OC	28	1	7	-6	-3	-8	8[fluorescence artefact?]	18	0.24
Cc1cc(C)n(C(CC(=O)N2CCc3ccccc3C2)C(=O)O)n1 (stereo unspecified)	4	-10	-5	-10	0	4	1	-9	.
O=C(CC1SC(=O)N(c2ccccc2)C1=O)Nc1ccc(Br)cc1 (stereo unspecified)	.	-12	-4	-4	2	-17	0	-13	-1.3
COCCNS(=O)(=O)c1ccc(F)c(OC)c1	8	-14[20 µM]	-29	-11	-1	-10	6[fluorescence artefact?]	-12	-0.061
CC1CCCN(S(=O)(=O)c2ccc(S(=O)(=O)NC(C)c3cccs3)cc2)C1 (stereo unspecified)	5	-1[20 µM]	3	-11	10	-18	-5	-1	-0.65
CCOC(=O)c1c(C)c(C(=O)NCCN2CCOCC2)c(C)n1C	-5	-20[20 µM]	4	-3	-1	-13	8	3	-0.98
Cc1nc2nc[nH]n2c(=O)c1C/C=C/c1ccccc1	4	-25	-3	7	4	4	-1	-1	-0.88

Record cards, as listed above. Screens in order: Rad51 HR inh, Furin inh, KLK5 inh, EBV gp42 inh, eIF4E-4G inh, NCF1 inh, 14-3-3 Bad inh, thrombin 1536, KCC2 mod
`COC(=O)c1ccc(COc2ncnc3c(Cl)cc(Cl)cc23)o1` is listed as -2, -17[20 µM], -5, -16, -2, -13, -5, 0, .
`CCC(C(=O)OCC(=O)Nc1cc(OC)ccc1OC)c1ccccc1` (stereo unspecified) is listed as 4, -18, 0, -3, -5, 2, -8, -8, -1.3
`COC(=O)CC(c1ccc(C(C)C)cc1)n1cccc1` (stereo unspecified) is listed as -18, -10, -5, -1, 2, -9, -13, -6, -1.7

More entries follow:
SMILES	Rad51 HR inh	Furin inh	KLK5 inh	EBV gp42 inh	eIF4E-4G inh	NCF1 inh	14-3-3 Bad inh	thrombin 1536	KCC2 mod
COC(=O)C1=C(C)Nc2c(c(=O)n(C)c(=O)n2C)C1c1ccc(Cl)cc1 (stereo unspecified)	8	-20	-8	-9	20[fluorescence artefact?]	-8	3	-5	-1.8
Cc1ccc(/C=N/n2c(-c3ccc(Cl)cc3)n[nH]c2=S)o1	.	-25	3	-5	-6	-11	0	-4	7.9*
Cc1ccc(N=Nc2c(N)[nH]n3c(=O)cc(-c4ccccc4)nc23)cc1	-4	6[20 µM]	-111	63*	-28[fluorescence artefact?]	-4	11[fluorescence artefact?]	7	-0.16
CC(C)CC(NC(=O)C(CC(C)C)NC(=O)C(Cc1ccc(OCc2ccccc2)cc1)NC(=O)OC(C)(C)C)C(N)=O (stereo unspecified)	15	-22	-2	-6	3	14	1	-1	-0.93
O=C(Nc1ccc(Oc2cccnc2)cc1)c1ccccc1F	-5	-10	-1	3	-2	-8	1	-4	-3.6
Cc1cc(C)nc(NC(=O)c2ccc(OC(C)C)cc2)n1	5	-8[20 µM]	-5	-3	14	-14	12[fluorescence artefact?]	3	.
COc1ccc(NC(=O)CSc2nc3ccccc3c3nc4ccccc4n23)cc1	10	-25	-14	-14	23	27	79*	-2	-0.54
COc1cccc(NC(=S)N2CCN(Cc3ccccc3)CC2)c1	-2	-24	-25	-8	-2	-10	-28[fluorescence artefact?]	-5	-2
Cc1nc2ncnn2c(C)c1CCC(=O)NC(C)CCc1ccco1 (stereo unspecified)	3	-17	-1	-13	2	-18	-8	-2	.
Cc1ccc(-c2csc(NC(=O)COc3ccc(N(C)S(=O)(=O)c4ccc(C)cc4)cc3)n2)cc1	.	-28	-2	-15	0	-100	-13[fluorescence artefact?]	-3	0.64
COc1ccc(-c2nc(CSCC(=O)NCC3CCCO3)c(C)o2)cc1OC (stereo unspecified)	-20	-21	-8	-16	14	-4	11	2	.
COc1ccc(C2C(C(=O)Nc3cccc(C)n3)c3ccccc3C(=O)N2C)cc1 (stereo unspecified)	-10	-4	4	-15	2[fluorescence artefact?]	-13	12[fluorescence artefact?]	2	.
CCOC(=O)C/C(C)=N/NC(=O)CNc1cccc(Cl)c1C	-2	-21	-1	3	-4	-3	-1	-6	-0.39
CCn1c(-c2cccn(Cc3ccc(Cl)cc3Cl)c2=O)n[nH]c1=S	-11	-24	17	-8	0	-9	-10	-2	0.64
O=C(CSc1nnnn1-c1ccc(F)cc1)NC1CCCCC1	-1	-14[20 µM]	33	9	9	6	-14	22	-0.039
N#C/C(=C(/O)COC(=O)c1ccccc1O)c1nc2ccccc2s1	-31	-22	-3	4	7	-75	-11	-1	-5.1*
O=C(/C=C/c1ccccc1)Nn1cnnc1	1	-7[20 µM]	-25	2	2	-6	11	0	1.2
CC(C)OCCCNC(=O)c1ccc2c(c1)ncn2C1CCCC1	.	-10	-8	-2	1	0	2	-1	0
O=C(CCc1ccccc1)Nc1ccc(NC(=O)C2CCCCC2)nc1	0	-28	3	-20	3	-5	-8	2	0.059
CCSCc1nnc(SCC(=O)Nc2nccs2)n1CC	-6	-21	-11	-7	2	-5	-14	-2	-1.1
O=C1OC(NC(=O)c2ccccc2)C(n2cc(CO)nn2)=C1Cl (stereo unspecified)	0	-23	5	-8	9	8	20	3	0.032
O=C(NCc1cccs1)c1ccc([N+](=O)[O-])cc1	-10	-7	-19	-2	10	-4	-14[fluorescence artefact?]	-10	1.1
O=C1c2ccccc2NC(c2ccccc2)N1CCCN1CCOCC1 (stereo unspecified)	15	-36	-1	5	-3	-12	2	6	-0.54
COc1ccc(N2C(=O)CC(S/C(N)=N/N=C(\C)c3cccs3)C2=O)cc1 (stereo unspecified)	1	-17[20 µM]	-18	-4	-1[fluorescence artefact?]	-11	0[fluorescence artefact?]	4	-0.84
O=C(N1CCCCCC1)N1CCN(C(=O)N2CCOCC2)CC1	-3	-27[20 µM]	-9	-17	-1[fluorescence artefact?]	2	-2[fluorescence artefact?]	-6	1.7
C=CCn1c(SCc2nc3ccccc3c(=O)[nH]2)nc2sc3c(c2c1=O)CCCC3	-1	-7	-3	-22	9	-41	43	3	0.99
Cc1ccc(Cn2c(SCC(C)C)nc3c2c(=O)n(C)c(=O)n3C)cc1	2	4[20 µM]	-22	-17	-1	-5	16	-3	-0.47
CC1CC(C)CN(c2ccc([N+](=O)[O-])nc2)C1 (stereo unspecified)	.	-9	6	-9	1	-2	-4	7	.
Cc1ccc(Cl)cc1N1CCN(C(=O)CN(C2CCCCC2)S(C)(=O)=O)CC1	2	-10[20 µM]	-7	2	3	9	0	5	-0.51
CCCn1c(SCC(=O)NCCc2ccccc2)nnc1-c1ccccn1	5	-9[20 µM]	1	-11	-6[fluorescence artefact?]	-2	-6	-9	-0.36
Cc1cnc(NC(=O)c2cc3c(C)nn(-c4ccccc4)c3s2)s1	.	-12[20 µM]	8	-6	1	-17	3	-3	-0.069
C[C@H](NC(=O)c1ccccc1Cl)C(=O)OC(C(=O)Nc1cc(C(F)(F)F)ccc1Cl)c1ccccc1 (stereo partly specified)	-10	-3[20 µM]	-17	-11	-17	-21	4	-1	-0.43
O=C(NCCO)C1CCN(S(=O)(=O)c2ccc(F)cc2)CC1	.	-18	13	-11	-1	-15	-2	8	.
COc1cc(/C=C2\SC(=O)NC2=O)ccc1Oc1cnccn1	.	0	.	9	1	5	-2	1	.
CC1CCCCC1NC(=O)C1CCN(C(=O)c2sccc2-n2cccc2)CC1 (stereo unspecified)	-2	-19	-5	-10	2	-14	4[fluorescence artefact?]	0	-1.6
Cc1ccc(-c2csc(/C=C3\SC(C)C(=O)N3CC(=O)Nc3ccccc3F)n2)cc1 (stereo unspecified)	1	-28	1	-9	-4	-7	-2	-3	-0.023
O=C(Cn1ccc(C(F)(F)F)n1)N/N=C/c1ccc2c(c1)OCO2	-4	-22	17	3	5[fluorescence artefact?]	-64	-2	-3	-0.025
CCCn1c(SCC(=O)NCCc2ccccc2)nnc1-c1cccnc1	2	-28	3	8	-2	2	-2	-6	0.13
O=C(Nc1nccs1)c1ccc(Br)o1	1	-7[20 µM]	8	-23	0	-21	-1[fluorescence artefact?]	4	0.76
C=CCn1cnc2scc(-c3ccccc3)c2c1=O	2	-27	-4	0	.	-4	.	-6	-0.92
CCOCCCNS(=O)(=O)c1ccc2c(c1)oc(=O)n2CC(=O)OCC	4	-5[20 µM]	-15	-18	-4	-19	6	1	-0.36
COc1ccccc1Cn1c(C(C)C)nc2ccccc21	.	-14	0	6	3	-7	-10	-8	-1.1
CCCCC1=CC2=CC(=O)C(C)(OC(=O)C3CCCC3)C(=O)C2=CO1 (stereo unspecified)	5	-14	1	0	4	-32	-1	-3	0.083

Screening results from PubChem BioAssay.

Hits appear at their usual frequency; overall some 4.7% were active at least once.
